HIF-2a inh: blocks HIF-2a reporter activity | 360,000 tested, 0.72% active | AID 624352 | 786-0 RCC cells HIF-2a reporter, luciferase luminescence, overnight | inhibition, % at 18.8 µM;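 active means inhibition of the luminescence signal of 40% or more relative to plate controls, in a single-dose primary screen at 18.75 µM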
NR2E3 ag-1: agonists of human NR2E3 nuclear receptor; Q9Y5X4; CHO-S Gal4-NCOR/VP16-NR2E3 two-hybrid, luciferase; inhibition of corepressor binding, % at 3.98 µM; 360,000 tested, 0.35% active; AID 602229;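 active means inhibition above the mean of all tested compounds plus 3 SD, cut at about 70% in these data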;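 further: 0% = DMSO with NR2E3 transfected cells and 100% = cells lacking NR2E3 construct; higher means lower luciferase signal from less NR2E3 corepressor binding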
Target sequence (Q9Y5X4 whole entry, looked up, the tested form may be a part): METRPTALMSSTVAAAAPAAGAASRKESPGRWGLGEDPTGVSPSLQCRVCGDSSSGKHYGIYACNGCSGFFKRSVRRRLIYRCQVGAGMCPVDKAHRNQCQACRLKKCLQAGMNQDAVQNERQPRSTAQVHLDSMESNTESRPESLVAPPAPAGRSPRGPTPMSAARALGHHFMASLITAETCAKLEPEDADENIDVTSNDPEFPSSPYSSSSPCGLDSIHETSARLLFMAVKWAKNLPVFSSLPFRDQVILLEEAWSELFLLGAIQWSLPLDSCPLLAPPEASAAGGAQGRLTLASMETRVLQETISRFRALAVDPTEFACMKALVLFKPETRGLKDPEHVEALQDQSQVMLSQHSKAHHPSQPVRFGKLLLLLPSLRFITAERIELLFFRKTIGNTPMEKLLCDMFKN
C8 TRAIL sens: caspase-8 TRAIL sensitization; 360,000 tested, 1% active; inhibition (viability loss, TRAIL sensitization), % at 10 µM; AID 624354; NB7+C8 cells + TRAIL, ATPlite viability luminescence;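 active means compounds causing at least 50% loss of cell viability in the single-dose screen, relative to plate controls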
CF NFkB inh: blocks PAF-induced NF-kB reporter in cystic fibrosis cells; KKLEB NF-kB-GFP reporter, GFP fluorescence overnight; inhibition, % at 5 µM; 360,000 tested, 0.86% active; AID 588850;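 active means at least 50% inhibition at 5 µM, scaled per plate between neutral and stimulator controls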;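 further: PAF is a Pseudomonas aeruginosa culture filtrate used as stimulus; plate controls were PAF-stimulated DMSO wells for no effect and unstimulated DMSO wells for full effect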
Shn3 3UTR inh: reduces Shn3 3'UTR luciferase signal in osteoblasts; 360,000 tested, 0.52% active; Clone20 osteoblast Shn3 3'UTR firefly luciferase, 24 h; inhibition, % at 12.5 µM;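 active means mean inhibition of at least 75% with every replicate also reaching 75%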;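 further: 0% = median of neutral control wells and 100% = pilot-screen positive control compound; some compounds past the cut are filed as inactive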
TROY signal inh: blocks TROY-dependent signaling in reporter cells; Q293 LMP1-TROYcd NF-kB luciferase reporter, 4 h; inhibition, % at 10 µM; 360,000 tested, 0.98% active;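 active means compounds whose plate-normalised and pattern-corrected inhibition of the luciferase reporter signal at the single screening dose is 50% or more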
NR2E3 ag-2: agonists of human nuclear receptor NR2E3. 320,000 tested, 0.12% active. inhibition of corepressor binding, % at 4.78 µM. AID 2300. Q9Y5X4. GST-NR2E3/biotin-RetCOR TR-FRET, 1536-well;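 active means percent inhibition above the cutoff of mean plus 3 SD of all tested compounds, set per screening campaign, cut at about 20% in these data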;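 further: 0% = DMSO wells and 100% = biotin wells as full block of FRET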
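Material: NR2E3–RetCOR corepressor complex / Amount: 1.35 nM GST-NR2E3 / Medium: Tris pH 7.5 / Compound: single nominal compound dose of 4.8 µM / Incubation: 5 h at 4 °C / Technique: TR-FRET, Eu(K)-anti-GST donor, streptavidin-D2 acceptor, ex 340, em 617/671 nm / Read-out basis: percent loss of FRET ratio relative to control wells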
KKLEB cytotox: counter-screen for CF NF-kB inhibitors: cytotoxicity. KKLEB CF airway cells viability, ATPlite luminescence, overnight; active compounds read low; cells stimulated with P. aeruginosa culture filtrate. activity change (cytotoxicity), % at 5 µM. 360,000 tested, 0.36% active. AID 602141;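 active means corrected activity change at or below -50% at 5 µM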
TWEAK Fn14 block: TWEAK-Fn14 signaling inhibition. inhibition, % at 10 µM. TWEAK-stimulated Fn14 reporter cells, luciferase luminescence, 8 h. 360,000 tested, 2% active; in the data active means inhibition above about 50%
Peg3 promoter: reduces Peg3 promoter-driven luciferase expression in HeLa; AID 588405; inhibition, % at 20 µM; HeLa PEG-Prom luciferase reporter, luminescence, overnight; 360,000 tested, 1.7% active;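 active means inhibition of at least 50% at 20 µM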
MITF TRPM1 inh: MITF TRPM1 promoter inhibition in SK-MEL-5 cells. SK-MEL-5 TRPM1 promoter luciferase, 24 h. inhibition, % at 12.5 µM. 330,000 tested, 0.83% active;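 active means mean inhibition across replicates of 60% or more, whatever share of single replicates reaches that level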; further: values of inactives mirror those of a sister screen read the other way
* = called active by the depositor; . = not tested or not shown. An excerpt (hit frequency here may not be typical).

structure,HIF-2a inh,NR2E3 ag-1,C8 TRAIL sens,CF NFkB inh,Shn3 3UTR inh,TROY signal inh,NR2E3 ag-2,KKLEB cytotox,TWEAK Fn14 block,Peg3 promoter,MITF TRPM1 inh
COc1ccc(-c2nnc(NC(=O)C(C)C)s2)c(OC)c1,-167,2,21,7,-47,-41,12,1,-26,-119,-47
c1ccn(CCc2ccncc2)c1,-6,-15,-2,11,-12,6,.,-20,8,-10,11
CC(=O)NC(Cc1ccc(C)cc1)C(=O)NC1CCN(C(=O)NCc2ccccc2)CC1 (stereo not drawn),7,-12,-3,1,-8,-7,.,3,33,13,-17
O=C(Nc1cccc(S(=O)(=O)NC2=NCCC2)c1)c1ccc(C(F)(F)F)cc1,-6,-58,11,-21,23,11,.,2,-1,-5,13
O=[N+]([O-])c1ccc2nc(NN=Cc3ccc(O)cc3)sc2c1,-193,-65,15,34,16,66*,.,-6,69*,72*,21
CC1=CCC2C(=O)N(Cc3ccccc3)C(=O)C2C1 (stereo not drawn),0,18,-5,-11,-2,11,2,-3,5,7,-5
CC1(C(=O)NS(=O)(=O)c2cccc(C#N)c2)CCN1C(=O)C1(c2ccccc2)CC1 (stereo not drawn),9,-5,6,-45,-4,-12,.,7,0,-1,.
O=C(c1ccc(Br)cc1)N1CCCc2ccccc21,-8,9,9,2,-8,-13,3,10,-13,8,-7
Cc1ccc(C(OCC(C)(C)C[N+](C)(C)C)c2ccccc2)cc1 (stereo not drawn),4,9,5,-1,12,7,-2,2,-3,-4,1
Cc1cc([N+](=O)[O-])nn1CCCC(=O)NCc1ccccc1,14,2,12,-12,-25,9,6,12,-18,-2,-17
C=CCNC(=O)Nc1ccc(Br)cc1Cl,-60,-31,5,12,16,-11,-1,-4,-1,-55,-1
COC(=O)c1cc(NS(=O)(=O)c2cccc(Cl)c2)ccc1N1CCOCC1,9,2,0,4,0,-2,7,5,13,16,7
CN(C)S(=O)(=O)c1cccc(NC(=O)c2ccc(N3CCCC3=O)cc2)c1,-36,18,13,7,15,-17,.,-6,3,-12,-4
CC(C)C(=O)Nc1ccc([N+](=O)[O-])cc1Br,-15,1,2,6,5,-2,0,9,-12,-3,-9
CC(=O)Nc1cc(-c2ccc(C(=O)NC3CC3)cc2)cn2c(-c3ccc(F)c(Cl)c3)cnc12,-15,-37,-4,-10,16,-20,.,10,1,18,.
COc1cccc(C2c3[nH]c4ccccc4c3C[C@H]3C(=O)N(C)CC(=O)N23)c1 (stereo partly drawn),24,-6,10,-1,-14,-10,-1,-3,-8,22,12
O=C(NC(n1ccc(=O)[nH]c1=O)C(Cl)(Cl)Cl)C12CC3CC(CC(C3)C1)C2 (stereo not drawn),9,-36,1,1,-14,2,-1,-4,-12,-15,3
Cc1[nH]c2ccccc2c1C(=O)CN1CCN(C/C=C/c2ccccc2)CC1,13,-4,10,3,19,2,-2,-5,12,12,15
Cc1ccc(C)c(S(=O)(=O)N2C(=S)NC(=O)C2C(C)C)c1 (stereo not drawn),18,-20,-7,-4,8,-3,3,4,26,8,10
CC(=O)Nc1ccc(Oc2ccc3nc(C)[nH]c3c2)cc1,5,3,-10,7,21,14,1,5,19,-3,6
CC1CCCCC1NC(=O)Cn1nc(-c2ccccc2)ccc1=O (stereo not drawn),5,1,-23,-10,11,-7,5,15,-1,-8,-5
CCC1CCC(C(=O)NC(C(=O)Nc2ccc3c(c2)OCCO3)C(C)C)CC1 (stereo not drawn),-56,1,7,2,-1,26,-1,-7,47,-152,-12
Cc1ccc(S(=O)(=O)NCc2ccc(C(=O)N3CCN(c4ccccc4)CC3)cc2)cc1,-1,11,12,2,-4,7,-2,-5,0,5,1
c1ccc(CNc2nc(NCCOc3ccccc3)c3sccc3n2)cc1,9,45,18,25,68,42,.,-20,50,19,.
O=C(c1nc2ncccn2n1)N1CCN(c2ccccc2)CC1,4,-15,-20,-12,-5,22,2,-4,-17,-5,9
Nc1ccc2oc(-c3cc(Br)ccc3Cl)nc2c1,61*,25,2,-26,19,0,1,17,46,-55,49
CCc1ccc(CN2CCC(N3CCC(C(=O)N4CCCC4)CC3)CC2)o1,8,-40,28,5,18,5,-2,-3,4,11,5
CC1(C)CC(=O)C(N=Nc2cc3c(cc2[N+](=O)[O-])OCCO3)=C(O)C1,-10,-4,2,12,-13,-6,1,0,6,-13,-2
CCCCN(C(=O)c1cc2ccccc2o1)c1c(N)n(CCC)c(=O)[nH]c1=O,18,-3,-10,1,1,-14,1,-13,4,0,1
COc1ccc(S(=O)(=O)N2CCN(C3CC4CCC3C4)CC2)cc1 (stereo not drawn),10,-14,3,-12,-32,-6,2,3,1,10,-12
Fc1ccc(-c2cc(C(F)(F)F)nc(NCC3CCCO3)n2)cc1 (stereo not drawn),11,-3,-6,0,9,-7,3,10,23,-1,0
N#CCC(=O)Nc1ccc(C(=O)OCC(=O)c2ccc3c(c2)OCO3)cc1,-201,6,0,18,-103,-60,3,-8,-31,-322,-68
CC(C)=CCC[C@H](C)C[C@@H]1Cc2[nH]c(=S)[nH]c(=O)c2[C@@H](c2ccc(F)cc2)O1,-10,15,41,.,.,29,.,.,1,.,.
CCOc1ccc(NC(=O)NC2CCCc3ccccc32)cc1 (stereo not drawn),-10,-31,11,-21,-8,-40,-4,5,-33,-23,-1
O=c1o[nH]c(-c2ccccc2)c1-c1ccccc1,7,-6,7,-10,.,-5,2,4,-16,-2,.
COCCNC(=O)CCSc1nc(-c2ccc(OC)cc2)cc(C(F)(F)F)n1,9,-22,-6,3,4,-1,-4,-6,-16,-4,-3
Cc1ccccc1OCCN1C(=O)c2ccccc2C1=O,-216,-93,2,-1,-66,-43,1,7,-30,-155,-49
CC(C)CC(=O)N=C1SC2CS(=O)(=O)CC2N1Cc1ccccc1 (stereo not drawn),16,11,-2,13,15,5,-1,1,-2,-6,11
COc1ccccc1CC(=O)NNC(=O)c1ccco1,11,-1,-5,-20,10,-1,-2,5,2,0,0
Cn1c2ccc(CC(=O)O)cc2c2cc(CC(=O)O)ccc21,4,-4,2,-3,9,14,14,-13,8,0,15
Cc1ccc(S(=O)(=O)N2CCCOC2CNC(=O)C(=O)NCCc2ccco2)cc1 (stereo not drawn),15,16,-24,-4,-10,-5,.,2,2,7,.
Cc1nn2c3ccccc3nc2n(C)c1=O,13,-22,-9,0,-9,-12,.,5,13,-4,9
C=CCn1c(SCC(=O)NC2CCCCC2)nnc1-c1ccccn1,5,-3,2,-3,-5,-14,-2,14,1,24,-5
CCCCCN(C(=O)CCC(=O)OCc1ccccc1C(F)(F)F)c1c(N)n(CCCC)c(=O)[nH]c1=O,9,1,4,15,-7,7,1,1,-7,12,9
CCOC(=O)c1c(NC(=O)CSc2nnc(-c3ccc(Cl)cc3)o2)sc2c1CCC2,-6,-28,-2,6,6,-17,3,-3,-27,12,3
CC(/C=N\NC(=O)c1cc(C)oc1C)=C\c1ccccc1,-265,-62,49,-4,-50,-29,-2,-16,-21,-202,-19
O=C(c1cc(COc2ccc(F)c(F)c2)on1)N1CCN(C2CCCCC2)C(=O)C1,-48,-3,0,-1,18,-26,1,5,-21,-51,-19
NS(=O)(=O)c1ccc(CCNc2cc(=O)n(Cc3ccc(F)cc3)c(=O)[nH]2)cc1,10,1,18,4,14,1,1,2,1,24,0
CN(C)CCNC(=O)c1onc(CSc2ccc(F)cc2)c1C(=O)NCCN(C)C,10,0,-15,-1,-1,-11,-3,-7,-2,-14,-7
O=C(c1ccccc1[N+](=O)[O-])N1CCCC(C(=O)N2CCCCCC2)C1 (stereo not drawn),15,1,17,12,3,7,2,-7,15,7,-6
O=C(Nc1nc(-c2ccc3c(c2)OCCO3)cs1)c1ccco1,-192,-129,47,-6,-53,11,5,1,26,-255,-51
CCc1ccc(OCCNC(=O)c2ccccc2SCc2ccc(F)cc2)cc1,12,-23,-12,12,-2,19,0,-16,47,22,9
CCN1CCN(CC(O)COCC2COc3ccccc3O2)CC1 (stereo not drawn),7,1,-6,-7,1,3,5,0,-1,1,8
COc1ccc(CNC(=O)CN(c2ccc(C)cc2)S(=O)(=O)c2c(C)noc2C)cc1,8,-12,-31,4,8,6,-2,-2,-4,1,-1
Cc1cn(CC(=O)c2ccccc2)c2ccccc12,-11,1,-14,5,-11,-2,4,1,-10,-26,-6
CC(=O)CC(=O)Nc1ccccc1NC(C)=O,19,-9,-10,-2,-2,-37,0,10,-16,19,2

Screening results deposited in PubChem BioAssay by several laboratories.
